CHT allo act = allosterically activates the human high affinity choline transporter. Q9GZV3. CHT-expressing cells, membrane potential dye, choline EC20; active compounds read high; LV-AA mutant CHT in HEK293 cells. B-score at 10 µM. actives 0.49% (n = 310,000);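 active = initial fluorescence not abnormally high and integrated response B-score, plate-corrected, over 3 SD above library mean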
Target sequence (Q9GZV3 whole entry, looked up): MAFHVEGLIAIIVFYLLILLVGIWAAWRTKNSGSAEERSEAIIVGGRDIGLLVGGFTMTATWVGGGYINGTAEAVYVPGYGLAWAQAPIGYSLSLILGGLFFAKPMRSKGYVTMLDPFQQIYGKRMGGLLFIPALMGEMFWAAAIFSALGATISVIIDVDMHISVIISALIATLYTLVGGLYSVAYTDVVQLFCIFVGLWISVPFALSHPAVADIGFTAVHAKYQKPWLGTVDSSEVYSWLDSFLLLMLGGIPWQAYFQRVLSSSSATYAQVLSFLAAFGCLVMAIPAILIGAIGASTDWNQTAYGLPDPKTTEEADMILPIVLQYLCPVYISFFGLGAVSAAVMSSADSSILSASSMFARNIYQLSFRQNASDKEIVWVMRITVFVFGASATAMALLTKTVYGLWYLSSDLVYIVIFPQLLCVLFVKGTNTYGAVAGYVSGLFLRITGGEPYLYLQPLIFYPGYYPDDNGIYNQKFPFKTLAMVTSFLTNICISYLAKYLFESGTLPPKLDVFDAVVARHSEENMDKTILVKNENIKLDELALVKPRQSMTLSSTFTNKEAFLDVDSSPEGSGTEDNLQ
OX1R antag = human HCRTR1 antagonism; O43613; CHO/OX1R cells, Fluo-8 calcium fluorescence, orexin A; inhibition, % at 5 µM; actives 0.43% (n = 330,000);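 active = inhibition above its plate's threshold, mean inhibition of all tested compounds on the plate plus 3 SD, cut at about 37% in these data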;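 note: 0% = orexin A challenge wells and 100% = SB-334867-A antagonist wells; not every result past the cut was called active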
Target sequence (O43613 whole entry, looked up): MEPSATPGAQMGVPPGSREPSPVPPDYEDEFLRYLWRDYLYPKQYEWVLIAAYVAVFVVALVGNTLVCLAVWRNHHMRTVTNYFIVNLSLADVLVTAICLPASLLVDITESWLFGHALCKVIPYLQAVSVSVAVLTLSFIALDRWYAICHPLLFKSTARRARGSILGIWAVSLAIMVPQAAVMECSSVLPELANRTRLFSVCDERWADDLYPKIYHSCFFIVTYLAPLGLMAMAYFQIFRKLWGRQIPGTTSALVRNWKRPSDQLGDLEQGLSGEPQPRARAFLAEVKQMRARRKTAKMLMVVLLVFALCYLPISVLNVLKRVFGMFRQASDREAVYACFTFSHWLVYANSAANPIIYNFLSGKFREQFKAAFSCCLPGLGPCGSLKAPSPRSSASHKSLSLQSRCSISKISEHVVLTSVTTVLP
* marks the source's active call; other numbers are inactive results; i = inactive; · = no result given; & = joins results of further samples.

Values run as follows: CHT allo act | OX1R antag
C=CCOc1ccc(-c2n[nH]c(=S)o2)cc1
→ i | -14
COc1ccccc1CCC(=O)OCC(=O)Nc1c(C)nn(-c2ccccc2)c1C
→ i | -25
O=C1/C(=N\S(=O)(=O)c2cccs2)C([n+]2ccc(CCCc3ccccc3)cc2)=C([O-])c2ccccc21
→ i | -21
CC1(C)CC(O)CC(C)(C)N1CC(O)COCCOc1ccc(Br)cc1 (stereo not drawn)
→ i | -26
O=C(COC(=O)C1CCC1)NCc1ccc(F)cc1
→ i | -7
COc1cccc(C(=O)NNS(=O)(=O)c2ccc(C)cc2)c1
→ i | -5
CC(C)N1CCN(Cc2ccoc2)CC1CCO (stereo not drawn)
→ i | -19
COc1ccc(NC(=O)CN(C)C(=O)/C=C/c2ccc(S(=O)(=O)N3CCCCCC3)cc2)cc1
→ i | -26
Cc1cccc(NC(=O)c2cc(NC(=O)c3ccco3)ccc2Cl)n1
→ i | 2
O=C(Nc1ccc(NC(=O)c2cccnc2Cl)cc1)c1cccc(Cl)c1
→ i | -9
Cc1c(Nc2c3ccccc3nc3ccccc23)c(=O)n(-c2ccccc2)n1C
→ i | 10
CN(CC(=O)Nc1cccc(F)c1)C(=O)CCc1nc2sc3c(c2c(=O)[nH]1)CCCC3
→ i | -13
CN(CCO)C(=O)CCC(=O)Nc1ccc(S(N)(=O)=O)cc1
→ i | -8
CC(=O)N(c1cccc(C)c1)S(=O)(=O)c1ccc(Cl)cc1
→ i | -16
O=C(O)c1ccc(NCc2ccc(Br)cc2)cc1
→ i | 0
Cc1cc(=O)[nH]c(SCC(=O)NNC(=O)Cc2ccccc2)n1
→ i | -4
CCc1ccc2c(c1)C1(NN=C(c3ccc(C)cc3)S1)C(=O)N2 (stereo not drawn)
→ i | 0
COCCNC(=O)c1cc2oc3ccccc3c2n1C
→ i | -14
CC1Cc2ccccc2N1C(=O)CSc1nc2c(c(=O)n(C)c(=O)n2C)n1Cc1ccc(F)cc1 (stereo not drawn)
→ i | -17
COCCOC(=O)C1=C(C)NC(=O)NC1c1c(Cl)nc2c(C)cccn2c1=O (stereo not drawn)
→ i | -1
O=C(Nc1nnc(-c2ccc(Cl)cc2)o1)c1cccc(N2C(=O)CCC2=O)c1
→ i | -15
Oc1c(N=NC(=S)Nc2ccccc2F)c2ccccc2n1Cc1ccccc1Cl
→ i | -5
CCN(CC)S(=O)(=O)c1cc(NC(=O)C(C)Nc2ccccc2N2CCOCC2)ccc1C (stereo not drawn)
→ i | -23
CC1(C)CC(=O)C2=C(C1)NC(=O)CC2c1cccc(F)c1 (stereo not drawn)
→ i | -11
CCCNC(=O)CN(c1ccc(F)c(Cl)c1)S(C)(=O)=O
→ i | -16
CCCCOCP(=O)(CC)COCCCC
→ i | 8
COC(=O)c1ccc(NC(=O)Cn2c([N+](=O)[O-])cnc2C)cc1
→ i | 0
O=C(OCCN1CCOCC1)C(c1ccccc1)c1ccccc1
→ i | -19
Cc1cc(NC(=O)c2cc3nc(C4CC4)cc(C(F)(F)F)n3n2)no1
→ i | -9
COc1ccccc1CN1C[C@@H]2C[C@@H](c3ccc(C)cc3)N3CCC[C@@]23C1=O
→ i | -47

Retrieved by compound from the entries so far (2):
Values run as follows: CHT allo act | OX1R antag
O=C(OCCN1CCOCC1)C(c1ccccc1)c1ccccc1
→ i | -19
COc1ccc(NC(=O)CN(C)C(=O)/C=C/c2ccc(S(=O)(=O)N3CCCCCC3)cc2)cc1
→ i | -26

Reformatted with tabs: part of the list above
Compound	CHT allo act	OX1R antag
CC(=O)N(c1cccc(C)c1)S(=O)(=O)c1ccc(Cl)cc1	i	-16
O=C(O)c1ccc(NCc2ccc(Br)cc2)cc1	i	0
Cc1cc(=O)[nH]c(SCC(=O)NNC(=O)Cc2ccccc2)n1	i	-4
CCc1ccc2c(c1)C1(NN=C(c3ccc(C)cc3)S1)C(=O)N2 (stereo not drawn)	i	0
COCCNC(=O)c1cc2oc3ccccc3c2n1C	i	-14
CC1Cc2ccccc2N1C(=O)CSc1nc2c(c(=O)n(C)c(=O)n2C)n1Cc1ccc(F)cc1 (stereo not drawn)	i	-17
COCCOC(=O)C1=C(C)NC(=O)NC1c1c(Cl)nc2c(C)cccn2c1=O (stereo not drawn)	i	-1

(list continues)
Values run as follows: CHT allo act | OX1R antag
Cc1cc(O)c(-c2cc(C(=O)NCCc3ccc(S(N)(=O)=O)cc3)[nH]n2)cc1C
→ i | -17
COc1ccc(S(=O)(=O)N2CCCCCC2)cc1C(=O)N(C)CC(=O)Nc1ccccc1Cl
→ i | -37
COc1cccc(C(=O)NC(=S)Nc2ccc([N+](=O)[O-])cc2C)c1
→ i | -4
Cc1cc(C)cc(NC(=O)c2ccc(CNc3c(N4CCCC4)c(=O)c3=O)cc2)c1
→ i | -19
COC(=O)Cn1ccc2cc(S(=O)(=O)N3CCCCC3)ccc21
→ i | -19
CC(C)c1ccc(C2NC(=O)NC3=C2CCc2ccccc23)cc1 (stereo not drawn)
→ i | -21
CCn1cc(C(=O)N[C@@H](CC(C)C)C(=O)NCCCn2ccnc2)c(=O)c2cc3c(cc21)OCO3
→ i | 3
COc1cccc(C(=O)NC(C)C(c2cccs2)N2CCOCC2)c1 (stereo not drawn)
→ i | -34
O=C(COC(=O)CCOc1ccccc1)Nc1cc(S(=O)(=O)N2CCCCC2)ccc1Cl
→ i | 4
COCCNC(=O)CN(C(=O)CCC(=O)Nc1ccccn1)c1ccc(F)cc1
→ i | -7
CCc1nnc(SCC(=O)Nc2ccc(N3CCN(S(C)(=O)=O)CC3)cc2)o1
→ i | -8
COCCN(C(=S)Nc1cccc(Cl)c1C)C(C)c1ccco1 (stereo not drawn)
→ i | -6
O=C1N=C(N2C=CC(=C3C=CNC=C3)C=C2)/C(=C/N=NC(=O)c2ccccc2O)S1
→ i | -11
COc1ccc(/C=N/n2c(SC)nnc(C(C)(C)C)c2=O)cc1
→ i | -25
COc1cc(-c2nnc(-c3cccnc3)o2)cc(OC)c1OC
→ i | -14
O=C(O)c1ccc(CS(=O)(=O)c2cccc(C(F)(F)F)c2)o1
→ i | 6
COc1ccc(CCC(C)N2CCC(CO)(Cc3ccccc3)CC2)cc1 (stereo not drawn)
→ i | -25
CC(C)[C@H](NC(=O)[C@@H]1CSC2c3ccccc3C(=O)N21)C(=O)N1CCCCC1 (stereo partly drawn)
→ i | -27
O=C(NN=C1CCN(Cc2ccccc2)CC1)c1cccc(S(=O)(=O)Nc2ccccc2Cl)c1
→ i | -30
O=C(NC1CCN(C(=S)Nc2ccc(F)cc2)CC1)c1ccco1
→ i | 4
O=C(NCc1ccccn1)c1cc(Br)ccc1Cl
→ i | -17
O=C1C2C(C(=O)N1c1nccs1)C1C=CC2C12CC2 (stereo not drawn)
→ i | -6
Cc1c(NC(=O)CSc2nc3ccccc3c(=O)n2C(C)C)c(=O)n(-c2ccccc2)n1C
→ · | -41
O=C(O)c1cc(-c2ccco2)nc2ccc(Br)cc12
→ i | 0&29
CC1(C)OC(=O)C(=CNc2ccccc2F)C(=O)O1
→ i | -1
Cc1nn(-c2ccc(F)cc2)c2c1cc(C#N)c1nc3ccccc3n12
→ i | -2
O=C(NC(=O)c1ccccc1Cl)Nc1ccc(-c2cnco2)cc1
→ i | 0
O=C(Nc1ccc(NC(=O)C2CC2)cn1)c1ccccc1Cl
→ i | -17
CCOC(=O)C1CCCCN1Cc1ccccc1C(F)(F)F (stereo not drawn)
→ i | -10
CCc1ccc(C2C(C#N)=C(N)C(C#N)(C#N)C3=CCC(C(C)(C)C)CC32)cc1 (stereo not drawn)
→ i | -2

The list goes on:
Values run as follows: CHT allo act | OX1R antag
Cc1ccc(C(=O)NC2(C(F)(F)F)N=C3SCCN3C2=O)cc1 (stereo not drawn)
→ i | -12
CCC(C)C(NC(=O)C(N)CC(C)C)C(=O)NC(CCC(=O)OCc1ccccc1)C(N)=O (stereo not drawn)
→ i | -16
Nc1ccc(C(=O)OCc2ccncc2)cc1[N+](=O)[O-]
→ i | -5
Cc1ccc(Cl)cc1NC(=S)N(CCCN1CCN(C)CC1)Cc1ccco1
→ i | -13
COc1cc(NC(=O)COc2ccc(F)cc2)nc(OC)n1
→ i | -15
Cc1ccccc1NC(=O)c1ccccc1NC(=O)Cc1cccc2ccccc12
→ i | -10
Clc1ccc(-n2c(SCc3nc4ccccc4[nH]3)nnc2-c2ccncc2)cc1
→ i | -32
CCN(CC)CCn1c(NCc2nc3ccccc3n2Cc2ccccc2)nc2ccccc21
→ 7.7* | -28
COc1ccc(CCNC(=O)CC2Nc3ccccc3NC2=O)cc1 (stereo not drawn)
→ i | -35
COc1ccc(C(CNC(=O)CN2C(=O)NC3(CC(C)CC(C)(C)C3)C2=O)N2CCOCC2)cc1 (stereo not drawn)
→ i | -21
C[C@H](NC(=O)c1[nH]cnc1C(=O)N[C@H](C)c1ccccc1)c1ccccc1
→ · | -12
Cc1nnc(SCC(=O)Nc2cc(C(C)(C)C)nn2-c2ccccc2)s1
→ i | -10
O=C(CN1C(=O)CCSc2ccc(S(=O)(=O)N3CCCC3)cc21)Nc1ccccc1
→ i | -24
COc1ccc(NC(=O)CCC(=O)NCCO)cc1
→ i | -12
O=C(c1cc2c(=O)n3ccccc3nc2s1)N1CCOCC1
→ i | -14
O=C(Nc1c(S(=O)(=O)c2ccc(Cl)cc2)csc1Br)c1ccccc1Cl
→ i | -42
COc1cc(OC)c(C(=O)N2CCN(c3ccccn3)CC2)cc1OC
→ i | -18
Cc1cc(C(F)(F)F)nn1CC(=O)NCc1ccco1
→ i | -9
Cn1cccc1C(=O)OCC(=O)NC(=O)NC1CCCCC1
→ i | -31
CCC(C)[C@H](NC(=O)N1CCn2c1nc1ccccc12)C(=O)NCCc1ccc(OC)c(OC)c1 (stereo partly drawn)
→ i | -16
CCc1nnc(NC(=O)CCC(=O)N2CCN(Cc3ccc(Cl)cc3)CC2)s1
→ i | -26
Cc1ccc(CN2C(=O)CCC2C(=O)NCCN2CCOCC2)cc1 (stereo not drawn)
→ i | -28
CCOc1cc(-c2cc(-c3ccc(C)o3)nc(N)c2C#N)ccc1O
→ i | -13
Cc1ncoc1C(=O)N1CCCC(C(=O)c2ccc3c4c(cccc24)CC3)C1 (stereo not drawn)
→ i | -38
COc1ccc(C2C(C(C)=O)=C(O)C(=O)N2c2nccs2)cc1 (stereo not drawn)
→ i | -15
CSc1ncccc1C(=O)OCC(=O)NCc1cccs1
→ · | 11
N#Cc1ccc(C23CC4(C2)[C@H](CN(P(=O)(c2ccccc2)c2ccccc2)[C@@H]4c2ccccc2)C3c2ccc(Cl)nc2)cc1 (stereo partly drawn)
→ i | -30
CC(C)(C)NC(=O)c1ccc(COc2ccc(Cl)cc2Cl)o1
→ i | -14
CCCCNC(=S)N1CCC(Cc2ccccc2)CC1
→ i | -21
O=C(c1cc(-c2cccc(Cl)c2)on1)N1CCN(c2ccccc2)CC1
→ i | -7

Next section.
Values run as follows: CHT allo act | OX1R antag
O=C(NCC12CC3CC(CC(C3)C1)C2)c1nn2cccnc2c1Cl
→ i | -13
COC(=O)c1ccc2c(=O)n(CCCCCC(=O)NC(C)C)c(=O)[nH]c2c1
→ i | -25
COc1ccc(C)cc1S(=O)(=O)N1CCC(C(=O)NC2CCCC2)CC1
→ i | 10
COc1ccc(NC(=O)Nc2ccc(C(=O)N3CCOCC3)cc2)cc1
→ i | -5
Cc1c(C(C)(C)O)[nH]c2ccc(C(F)(F)F)cc12
→ i | -9
C/C(=N\NC(=O)c1cccc(N/N=C(\C)c2ccccc2)c1)c1ccccc1
→ i | -3
CCN(CC)CCn1cnc2c1c(=O)[nH]c(=O)n2Cc1ccccc1
→ i | -15
Cc1nn(C)c(Oc2cccc(Cl)c2)c1C=O
→ i | -28
O=C(NCC(c1cccnc1)N1CCN(c2ccc(F)cc2)CC1)c1ccc(F)cc1 (stereo not drawn)
→ i | -2
O=C(O)c1ccc(-c2nc(-c3ccccc3)c(-c3cccs3)[nH]2)cc1
→ i | -12
Cc1ccc(N(C(=O)Cc2cccs2)C(C(=O)NCC2CCCO2)c2ccncc2)cc1 (stereo not drawn)
→ i | -30
N#Cc1cnc(Sc2ccccc2)nc1
→ i | -4
CC(=O)c1c(C)[nH]c(C(=O)N2CCCCCC2)c1C
→ i | -4
COCCn1nnnc1CN1CCC(NC(=O)c2ccc(Br)cc2)CC1
→ i | -4
Cc1cccc(C(=O)NC(C(=O)Nc2cccc(S(=O)(=O)N3CCCC3)c2)C(C)C)c1 (stereo not drawn)
→ · | -22
Cc1cc(Nc2ccc(Br)c(C)c2)n2nc(C)nc2n1
→ i | -30
CCN1CCN(CC(=O)Nc2c(OC)cccc2OC)CC1
→ i | -13
O=C(/C=C/NNC(=O)c1cccc(Br)c1)c1cccc(Br)c1
→ i | -31
CN(C)C(=O)c1cc(C(=O)c2ccc(F)cc2C(F)(F)F)c[nH]1
→ i | -21
COc1ccc(/C(C)=N\NC(=O)C(c2ccncc2)N2CCOCC2)cc1 (stereo not drawn)
→ i | 0
COCCn1cnnc1SCC(=O)Nc1cccc(S(=O)(=O)N2CCCCCC2)c1
→ i | -15
COC(=O)C(Cc1c[nH]c2ccccc12)NC(C)=O (stereo not drawn)
→ i | -16
COc1ccc(-n2nc(C(=O)Nc3ccc4c(c3)OCO4)c3ccccc3c2=O)cc1
→ i | -19
COc1ccc(N2C(=O)CC(c3ccccc3)C2=O)cc1 (stereo not drawn)
→ i | -11

Structural class, the compounds so far with a tert-butyl group.
Values run as follows: CHT allo act | OX1R antag
COc1ccc(/C=N/n2c(SC)nnc(C(C)(C)C)c2=O)cc1
→ i | -25
CCc1ccc(C2C(C#N)=C(N)C(C#N)(C#N)C3=CCC(C(C)(C)C)CC32)cc1 (stereo not drawn)
→ i | -2
Cc1nnc(SCC(=O)Nc2cc(C(C)(C)C)nn2-c2ccccc2)s1
→ i | -10
CC(C)(C)NC(=O)c1ccc(COc2ccc(Cl)cc2Cl)o1
→ i | -14

Screening results deposited in PubChem BioAssay by several laboratories.
